# High-throughput results as filed in PubChem.
# TcdB inh = TcdB glycohydrolase inhibition; AID 652162; TcdB glycohydrolase enzymatic assay, plate reader; P18177; inhibition, % at 9.99 µM; 350,000 compounds, 0.24% hits; in the data active means inhibition above about 10%
# Numbers without * were called inactive.
SMILES,TcdB inh
COc1ccc(CN(C)C[C@@H]2OCCCC[C@@H](C)Oc3ccc(NC(=O)Nc4ccc5c(c4)OCO5)cc3C(=O)N([C@H](C)CO)C[C@@H]2C)cc1,-1.0
C[C@@H]1CN([C@@H](C)CO)C(=O)c2cccc(NC(=O)C3CCCCC3)c2O[C@@H]1CN(C)Cc1ccc(C(F)(F)F)cc1,0.9
C[C@@H]1CN([C@@H](C)CO)C(=O)Cc2cc(N(C)C)ccc2O[C@H]1CN(C)S(=O)(=O)c1ccc(Cl)cc1,-11.8
CCC(=O)Nc1ccc2c(c1)OC[C@@H](C)N(Cc1cccc(F)c1)C[C@@H](C)[C@H](OC)CN(C)C2=O,1.1
CN(C)C(=O)c1ccc(-c2ccc3c(c2)[C@@H]2[C@@H](CCN2C(=O)C2CCC2)[C@H](CO)N3C)cc1,0.4
C[C@H]1CN([C@@H](C)CO)C(=O)c2cc(C3=CCCC3)cnc2O[C@H]1CN(C)C(=O)c1ccccn1,0.5
C[C@@H]1CCCCO[C@@H](CN(C)Cc2ccc3c(c2)OCO3)[C@@H](C)CN([C@H](C)CO)C(=O)c2cc(NC(=O)Nc3ccc(C(F)(F)F)cc3)ccc2O1,-0.3
O=C(C[C@@H]1CC[C@H](NC(=O)NC2CCCC2)[C@@H](CO)O1)NCc1ccc(F)cc1,0.8
N#C[C@H]1[C@H](c2ccc(-c3cccc(F)c3)cc2)[C@@H](CO)N1C(=O)NC1CCCC1,0.3
C[C@H](CO)N1C[C@H](C)[C@H](CN(C)Cc2ccncc2)Oc2ccc(N(C)C)cc2CC1=O,-17.8
C[C@@H]1CN([C@H](C)CO)C(=O)c2cccc(NS(C)(=O)=O)c2O[C@H]1CN(C)C(=O)Nc1ccc(C(F)(F)F)cc1,1.1
CC(C)C#Cc1ccc([C@H]2[C@H](CO)N3C(=O)CN(C(=O)NC4CCCC4)C[C@@H]23)cc1,1.5
COc1cccc(S(=O)(=O)N2C[C@H](O)COC[C@@H]3O[C@H](CC(=O)N4CCCCC4)CC[C@H]32)c1,-1.2
CC(C)NC(=O)N(C)C[C@H]1Oc2cc(C#Cc3cccc(F)c3)ccc2S(=O)(=O)N([C@@H](C)CO)C[C@H]1C,-0.4
COc1ccc(S(=O)(=O)N(C)C[C@@H]2OCCCC[C@@H](C)Oc3ccc(NC(=O)Cc4ccccc4)cc3C(=O)N([C@@H](C)CO)C[C@@H]2C)cc1,0.0
C[C@@H]1CN([C@H](C)CO)C(=O)c2cc(NS(=O)(=O)c3ccc(Cl)cc3)ccc2O[C@H]1CN(C)Cc1ccc(Cl)c(Cl)c1,-0.6
C[C@H]1CN([C@@H](C)CO)C(=O)c2cccc(NC(=O)c3nc4ccccc4s3)c2O[C@H]1CN(C)C(=O)Nc1ccc(C(F)(F)F)cc1,-9.6
COc1ccc2c3c(n(C)c2c1)[C@H](CO)N(C(C)=O)CC31CN(C(=O)c2cnccn2)C1,0.4
CCNC(=O)C[C@@H]1CC[C@@H]2[C@@H](COc3ccc(NC(=O)Nc4c(C)noc4C)cc3C(=O)N2C)O1,-0.2
O=C(C[C@@H]1CC[C@@H](NC(=O)Nc2cccc(F)c2)[C@@H](CO)O1)NCC1CC1,0.2
O=C(c1ccccc1)N1CC[C@H]2[C@H](CO)Nc3ccc(C#Cc4ccccc4F)cc3[C@H]21,-4.2
C[C@@H]1CN([C@@H](C)CO)C(=O)c2cc(-c3cccc(F)c3)cnc2O[C@H]1CN(C)C(=O)c1ccccn1,0.1
C[C@H](CO)N1C[C@H](C)[C@H](CN(C)S(=O)(=O)c2ccc(C#N)cc2)Oc2ncc(-c3ccccc3)cc2C1=O,-0.7
C/C=C/c1cnc2c(c1)C(=O)N([C@H](C)CO)C[C@@H](C)[C@H](CN(C)CC1CCOCC1)O2,-0.8
O=C(N[C@H]1CC[C@H](CCNC(=O)C2CCCCC2)O[C@H]1CO)c1ccccn1,-0.1

# (further entries)
SMILES,TcdB inh
CCCN1C[C@@H](C)[C@@H](OC)CN(C)C(=O)c2ccc(NS(=O)(=O)c3ccccc3)cc2OC[C@H]1C,0.1
C[C@H](CO)N1C[C@H](C)[C@H](CN(C)S(=O)(=O)c2ccccc2)Oc2ncc(C#Cc3ccc(F)cc3)cc2C1=O,0.2
C[C@H]1CN([C@@H](C)CO)C(=O)c2cc(NS(=O)(=O)c3ccc(Cl)cc3)ccc2O[C@@H]1CN(C)C(=O)Nc1ccccc1,-3.1
Cc1noc(C)c1S(=O)(=O)Nc1ccc2c(c1)C(=O)N([C@H](C)CO)C[C@@H](C)[C@@H](CN(C)C)OCCCC[C@@H](C)O2,-0.1
COCCNC(=O)C[C@@H]1C[C@H]2c3cc(NC(=O)Nc4ccc(C(F)(F)F)cc4)ccc3O[C@H]2[C@@H](CO)O1,0.3
COCCNC(=O)C[C@H]1C[C@@H]2c3cc(NC(=O)NC4CCCCC4)ccc3O[C@@H]2[C@@H](CO)O1,-0.7
COc1ccc(CN(C)C[C@H]2OCCCC[C@@H](C)Oc3ccc(NS(=O)(=O)c4ccc(F)cc4)cc3C(=O)N([C@H](C)CO)C[C@@H]2C)cc1,0.9
COc1ccc(-c2ccccc2[C@H]2[C@@H](CO)N(C(=O)C3CC3)[C@H]2C#N)cc1,-0.2
O=C(C1CCC1)N1CC(=O)N2[C@H](C1)[C@H](c1ccc(-c3ccccc3F)cc1)[C@@H]2CO,1.5
C[C@@H]1CN([C@@H](C)CO)C(=O)c2cc(C3=CCCC3)cnc2O[C@@H]1CN(C)C(=O)Cc1ccncc1,1.4
C[C@H]1CN([C@@H](C)CO)C(=O)c2cccc(NC(=O)Nc3ccc4c(c3)OCO4)c2O[C@@H]1CN(C)C(=O)Nc1ccc(C(F)(F)F)cc1,0.9
Cc1ccccc1S(=O)(=O)N[C@@H]1CC[C@@H](CCNS(=O)(=O)c2cccc(F)c2)O[C@@H]1CO,-1.6
CCCN(C)C[C@H]1Oc2ncc(C#CCC(C)C)cc2C(=O)N([C@@H](C)CO)C[C@@H]1C,0.8
COc1ccc(NC(=O)N(C)C[C@@H]2Oc3c(NC(=O)Nc4ccccc4)cccc3C(=O)N([C@@H](C)CO)C[C@@H]2C)cc1,3.4
COc1ccc(NC(=O)Nc2cccc3c2O[C@H](CN(C)CC2CC2)[C@@H](C)CN([C@@H](C)CO)C3=O)cc1,0.4
CCC(=O)N1CCCCN2[C@H](C1)[C@@H](c1ccc(/C=C/c3ccccc3)cc1)[C@@H]2CO,0.3
CNC[C@H]1Oc2cc(C#CCC(C)C)ccc2S(=O)(=O)N([C@H](C)CO)C[C@@H]1C,-0.5
COc1ccc2c3c(n(C)c2c1)[C@H](CO)N(C(=O)NC(C)C)CC31CN(CC2CCOCC2)C1,0.3
CNC(=O)C[C@H]1CC[C@H]2[C@H](COc3ccc(NC(=O)c4cccc(OC)c4)cc3C(=O)N2C)O1,-5.4
CN(C)CC#Cc1ccc([C@H]2[C@H]3CN(C(=O)c4cccc(F)c4)CC(=O)N3[C@H]2CO)cc1,-0.3
Cc1noc(C)c1NC(=O)N(C)C[C@@H]1Oc2cc(C#CCC(C)C)ccc2S(=O)(=O)N([C@H](C)CO)C[C@@H]1C,0.6
Cc1noc(C)c1NC(=O)N(C)C[C@@H]1OCc2cnnn2CCCC(=O)N([C@H](C)CO)C[C@H]1C,-1.3
C[C@@H]1CN([C@H](C)CO)C(=O)Cc2cc(NC(=O)Cn3cnnn3)ccc2O[C@H]1CN(C)Cc1ccc(C(F)(F)F)cc1,0.0
C[C@@H]1CN([C@H](C)CO)S(=O)(=O)c2ccc(C#Cc3ccncc3)cc2O[C@H]1CN(C)C(=O)C1CC1,8.7
C[C@H](CO)N1C[C@H](C)[C@H](CN(C)CC2CC2)Oc2cc(-c3ccccc3F)ccc2S1(=O)=O,-0.4

# Given field by field: 2 of the compounds above.
Cc1noc(C)c1S(=O)(=O)Nc1ccc2c(c1)C(=O)N([C@H](C)CO)C[C@@H](C)[C@@H](CN(C)C)OCCCC[C@@H](C)O2
- TcdB inh: -0.1

C[C@H]1CN([C@@H](C)CO)C(=O)c2cc(NS(=O)(=O)c3ccc(Cl)cc3)ccc2O[C@@H]1CN(C)C(=O)Nc1ccccc1
- TcdB inh: -3.1

# 2 of the compounds above, tab-delimited:
mol	TcdB inh
Cc1noc(C)c1NC(=O)N(C)C[C@@H]1Oc2cc(C#CCC(C)C)ccc2S(=O)(=O)N([C@H](C)CO)C[C@@H]1C	0.6
Cc1noc(C)c1NC(=O)N(C)C[C@@H]1OCc2cnnn2CCCC(=O)N([C@H](C)CO)C[C@H]1C	-1.3

# A few values from the entries so far:
# Reading for O=C(N[C@H]1CC[C@H](CCNC(=O)C2CCCCC2)O[C@H]1CO)c1ccccn1 under TcdB inh: -0.1
# Reading for CNC(=O)C[C@H]1CC[C@H]2[C@H](COc3ccc(NC(=O)c4cccc(OC)c4)cc3C(=O)N2C)O1 under TcdB inh: -5.4

# (next part)
SMILES,TcdB inh
CC(C)NC(=O)Nc1ccc2c(c1)CC(=O)N([C@H](C)CO)C[C@@H](C)[C@@H](CN(C)Cc1ccccc1)O2,-2.0
C[C@@H]1CN([C@H](C)CO)C(=O)c2cccc(NS(=O)(=O)c3cccs3)c2O[C@@H]1CN(C)C(=O)Nc1ccc(F)cc1,-0.6
COc1ccc(S(=O)(=O)N(C)C[C@H]2Oc3cc(C#CC4CCCCC4)ccc3S(=O)(=O)N([C@H](C)CO)C[C@H]2C)cc1,0.3
C[C@H]1CN([C@@H](C)CO)C(=O)c2cc(NC(=O)CCCCCC(=O)Nc3ccccc3N)ccc2O[C@@H]1CN(C)CC1CCCCC1,0.4
CO[C@@H]1CN(C)C(=O)c2ccc(NC(=O)C3CC3)cc2OC[C@H](C)N(CC2CCCC2)C[C@H]1C,-8.9
Cc1ccc(S(=O)(=O)NCC[C@@H]2CC[C@@H](NC(=O)c3cnccn3)[C@H](CO)O2)cc1,0.1
Cc1cccc(S(=O)(=O)N2C[C@H](O)COC[C@@H]3O[C@H](CC(=O)Nc4ccccc4)CC[C@H]32)c1,0.7
Cc1noc(C)c1S(=O)(=O)Nc1ccc2c(c1)C(=O)N([C@@H](C)CO)C[C@@H](C)[C@@H](CN(C)Cc1ccc(C(=O)O)cc1)OCCCC[C@@H](C)O2,-0.5
CN(C)C(=O)c1ccc(-c2ccc(C3[C@H]4CNC[C@@H]3N4S(=O)(=O)c3ccc(F)cc3)cc2)cc1 (stereo partly specified),-0.6
COc1ccc(CN(C)C[C@H]2Oc3c(NS(=O)(=O)c4ccc(F)cc4)cccc3C(=O)N([C@H](C)CO)C[C@H]2C)cc1,-1.9
NCC[C@@H]1CC[C@H](NS(=O)(=O)Cc2ccccc2)[C@@H](CO)O1,1.7
COc1ccccc1S(=O)(=O)N[C@@H]1CC[C@@H](CC(=O)NCc2cccc(F)c2)O[C@H]1CO,0.2
O=C(C[C@@H]1C[C@H]2c3cc(NC(=O)NC4CCCC4)ccc3O[C@H]2[C@H](CO)O1)NCc1cccc(F)c1,-1.2
CN1[C@H](C(=O)NCCN2CCCC2)[C@@H](CO)[C@@H]2Cn3c(ccc(/C=C/c4ccccc4)c3=O)[C@@H]21,-0.7
CO[C@H]1O[C@H](CO)[C@@H](OC(=O)Nc2cccc(F)c2)[C@H](OC(=O)Nc2ccccc2)[C@H]1OC(=O)Nc1ccccc1,-0.4
CCCN(C)C[C@H]1OCCCC[C@H](C)Oc2ccc(NS(=O)(=O)c3cccs3)cc2C(=O)N([C@@H](C)CO)C[C@H]1C,-1.8
CO[C@@H]1CN(C)C(=O)c2ccc(NC(=O)Nc3ccccc3F)cc2OC[C@@H](C)N(C(=O)c2cnccn2)C[C@H]1C,0.6
CNC[C@H]1Oc2ccc(NS(=O)(=O)c3ccccc3)cc2CC(=O)N([C@H](C)CO)C[C@@H]1C,0.8
Cc1ccc(S(=O)(=O)Nc2ccc3c(c2)C(=O)N([C@H](C)CO)C[C@H](C)[C@H](CN(C)C(=O)Nc2c(C)noc2C)OCCCC[C@@H](C)O3)cc1,1.5
O=C(NCC[C@H]1CC[C@H](NC(=O)c2cccnc2)[C@H](CO)O1)Nc1ccc(C(F)(F)F)cc1,1.1
C[C@@H]1CCCCO[C@H](CN(C)Cc2ccncc2)[C@@H](C)CN([C@H](C)CO)C(=O)c2cc(NS(=O)(=O)c3ccc(Cl)cc3)ccc2O1,-0.1
O=C(C[C@@H]1CC[C@@H]2[C@H](COC[C@@H](O)CN2S(=O)(=O)c2ccccc2)O1)NCc1ccc2c(c1)OCO2,-0.5
C[C@H](O)C#Cc1ccc2c(c1)O[C@H](CN(C)Cc1ccncc1)[C@@H](C)CN([C@@H](C)CO)S2(=O)=O,0.5
C[C@@H]1CN([C@H](C)CO)C(=O)Cc2cc(NS(=O)(=O)c3ccc(Cl)cc3)ccc2O[C@@H]1CN(C)Cc1ccc(C(F)(F)F)cc1,1.1
COc1ccccc1-c1ccc2c(c1)O[C@H](CN(C)S(=O)(=O)c1ccc(C)cc1)[C@H](C)CN([C@@H](C)CO)S2(=O)=O,-1.1

# Carrying on.
SMILES,TcdB inh
C[C@@H]1CN([C@@H](C)CO)S(=O)(=O)c2ccc(/C=C/c3ccccc3)cc2O[C@@H]1CN(C)Cc1cncnc1,1.8
CCC(=O)N1CC(=O)N2[C@@H](CO)[C@H](c3ccc(C#Cc4cccnc4)cc3)[C@@H]2C1,0.6
C/C=C/c1ccc2c(c1)O[C@@H](CN(C)Cc1cccnc1)[C@H](C)CN([C@H](C)CO)S2(=O)=O,0.5
O=C(CC1CC1)N1[C@H](CO)[C@@H](c2ccccc2)C12CN(Cc1ccccc1F)C2,-0.3
CCCNC(=O)N(C)C[C@@H]1Oc2ncc(-c3ccccc3)cc2C(=O)N([C@@H](C)CO)C[C@@H]1C,1.2
COc1ccc2c3c([nH]c2c1)[C@H](CO)N(C(=O)c1cccc(F)c1)CC31CN(C(=O)c2cccc(F)c2)C1,0.2

# By substructure, the compounds so far with a thiophene ring, fused or not
SMILES,TcdB inh
C[C@@H]1CN([C@H](C)CO)C(=O)c2cccc(NS(=O)(=O)c3cccs3)c2O[C@@H]1CN(C)C(=O)Nc1ccc(F)cc1,-0.6
CCCN(C)C[C@H]1OCCCC[C@H](C)Oc2ccc(NS(=O)(=O)c3cccs3)cc2C(=O)N([C@@H](C)CO)C[C@H]1C,-1.8

# Some of the compounds tested, so the mix of outcomes need not match the whole.
